Source: PubChem BioAssay
GAA glycogen mod = GAA glycogen-cleavage inhibition or activation; recombinant GAA, glycogen substrate, Amplex Red glucose oxidase fluorescence; Potency, µM (series often up to 76.4 µM), inactives show at the highest dose activity change, negative = inhibition, hits mostly inhibitors; 0.38% of 300,000 active;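 note: 0% = full enzyme reaction and -100% = no-enzyme basal signal; the screen sought inhibitors and activators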
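Recombinant human alpha-glucosidase (4 nM final) hydrolysed bovine liver glycogen (30 ug) for 40 min at 37 C in pH 5.0 citrate/phosphate with 0.01% Tween-20. Released glucose detected by glucose oxidase/Amplex Red, Ex 573/Em 610 nm. Compounds up to 77 uM; AC50 from Hill fits.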
GLA spleen mod = inhibits or activates alpha-galactosidase in human spleen homogenate; P06280; human spleen homogenate, 4MU-alpha-Gal fluorescence, 40 min; Potency, µM (highest dose often 80 µM), for the others: at the highest dose activity change, negative = inhibition, hits mostly inhibitors; 0.008% of 240,000 active;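 note: 0% = enzyme with vehicle and -100% = no enzyme basal signal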
Target sequence (P06280 32-429 limits assumed): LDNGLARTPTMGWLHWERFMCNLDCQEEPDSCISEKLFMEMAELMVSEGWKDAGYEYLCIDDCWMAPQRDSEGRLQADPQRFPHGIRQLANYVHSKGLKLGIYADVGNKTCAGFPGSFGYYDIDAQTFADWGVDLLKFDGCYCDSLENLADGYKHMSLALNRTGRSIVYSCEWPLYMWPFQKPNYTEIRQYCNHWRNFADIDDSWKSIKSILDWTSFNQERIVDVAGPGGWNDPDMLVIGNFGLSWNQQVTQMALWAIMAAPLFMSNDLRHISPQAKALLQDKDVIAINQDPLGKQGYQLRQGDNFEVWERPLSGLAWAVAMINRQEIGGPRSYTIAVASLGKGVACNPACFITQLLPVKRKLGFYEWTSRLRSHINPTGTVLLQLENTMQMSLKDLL
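Human spleen homogenate (1 ug) as enzyme source, 4-methylumbelliferyl-alpha-D-galactopyranoside 1 mM final, citrate/phosphate pH 5.0 with 0.01% Tween-20. Compounds 40 min at 37C, NaOH/glycine stop; fluorescence Ex 365/Em 440, Hill-fit AC50.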
NPSR antag = neuropeptide S receptor (human) antagonism, cAMP. Q6W5P4. CHO-NPSR cells, cAMP TR-FRET, antagonist mode. Potency, µM (series often up to 38.3 µM), without a hit: at the top dose activity change, negative = inhibition, usual class: inhibitors. 1% of 220,000 active; note: % is set by controls: 0 for no effect and ±100 for the full control effect; nearly all actives have a fitted effect of over 50% in size; many of its hits are not listed in these tables
Target sequence (Q6W5P4 whole entry, looked up): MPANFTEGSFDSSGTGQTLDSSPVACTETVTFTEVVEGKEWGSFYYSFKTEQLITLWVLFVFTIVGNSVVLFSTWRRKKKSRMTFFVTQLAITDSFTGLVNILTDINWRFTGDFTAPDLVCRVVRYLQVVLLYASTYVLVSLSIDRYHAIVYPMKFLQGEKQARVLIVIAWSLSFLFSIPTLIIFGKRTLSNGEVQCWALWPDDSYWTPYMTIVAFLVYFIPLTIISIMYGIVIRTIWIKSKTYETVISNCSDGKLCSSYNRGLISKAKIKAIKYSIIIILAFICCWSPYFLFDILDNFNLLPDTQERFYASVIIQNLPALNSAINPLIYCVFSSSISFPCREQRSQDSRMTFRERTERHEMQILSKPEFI
Epigenetic reg = regulators of epigenetic silencing causing reporter derepression in mouse cells; AID 1865; murine LDR cells, GFP reporter derepression, 30 h; 0.2% of 280,000 active; Potency, µM (titrated, usually from 53.9 µM), for the others: top-dose GFP activation, actives largely listed as activators; note: % of control where 0% means no effect; nearly all actives have a fitted effect of over 60% in size
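In this reporter-derepression format, murine cells bearing a silenced integrated CMV-GFP locus incubate with test compound (30 h, 37 C), then are washed and imaged; fluorescent objects of 20–120 um count as induced cells.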
ALDH1A1 block = blocks purified human ALDH1A1 activity; Purified ALDH1A1, NADH fluorescence, propionaldehyde substrate; Potency, µM (titrated, usually from 75.3 µM), inactives show top-dose activity, negative = inhibition, actives largely listed as inhibitors; 7.3% of 220,000 active; active = well fitted inhibition curve with a large enough effect, not every such curve was filed as active; inconclusive = small, poorly fitted or top-dose-only effect, or another doubt; inactive = no such curve, though single readings can be large or run the other way;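 note: plate controls were no enzyme wells and a reference inhibitor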
GAA inhib = alpha-glucosidase (human) inhibition | purified human GAA, 4-MU-alpha-glucoside fluorescence | Potency, µM (doses to about 76.9 µM), for inactives: top-dose activity change, negative = inhibition, hits mostly inhibitors | 0.005% of 200,000 active | AID 1466;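 note: plate controls were uninhibited enzyme wells for no effect and no-enzyme background for full effect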
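Human enzyme at 4 nM with 400 uM 4-methylumbelliferyl-alpha-D-pyranoside, citrate/phosphate buffer pH 5.0, 0.005% Tween-20, 20 min at room temperature. Compounds up to 77 uM. 4-MU fluorescence (Ex 365/Em 440) read after NaOH/glycine stop; AC50 from Hill fit.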
aGlu spleen mod = inhibits or activates alpha-glucosidase in human spleen homogenate. human spleen homogenate, 4-MU-alpha-glucoside fluorescence. Potency, µM (doses to about 79.9 µM), without a hit: at the highest dose activity change, negative = inhibition, actives largely listed as inhibitors. 0.006% of 240,000 active;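 note: 0% = enzyme with vehicle and -100% = no enzyme basal signal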
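Compounds were titrated against alpha-glucosidase in spleen homogenate at pH 5.0, with 1 mM 4-methylumbelliferyl substrate for 40 min at 37 C. Reactions were quenched with pH 10 NaOH/glycine and fluorescence measured.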
Tau fluor cs = counter-screen for tau fibril formation inhibitors; tau K18 P301L (four-repeat tau fragment) Alexa594 fluorescence, heparin fibrillization; Potency, µM (series often up to 57.7 µM), for the others: top-dose activity change, negative = decrease; 0.93% of 280,000 active; AID 1463; note: % is set by controls: 0 for no effect and ±100 for the full control effect; nearly all actives have a fitted effect of over 55% in size
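Human K18 P301L tau (15 uM unlabeled plus 0.24 uM Alexa 594-labeled, final) in 100 mM sodium acetate pH 7 was mixed with compound and 20 uM heparin and incubated 6 hr at 37 C.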
* marks the source's active call; other numbers are inactive results; ? = inconclusive; / = no result given; [ ] = dose if it differs, or a comment. Unless noted, calls come from the whole dose curve; as a rule, active = well fitted curve in the direction sought with a large enough effect; inconclusive = small, poorly fitted or top-dose-only effect, or another doubt; inactive = no such curve, though single readings can be large; an effect the other way counts as inactive or inconclusive. Potency is the fitted concentration of half-maximal effect. The list is partial; rates above refer to the full screens.

Second line of a record – GAA inhib | GAA glycogen mod | NPSR antag | Epigenetic reg | Tau fluor cs | GLA spleen mod | ALDH1A1 block | aGlu spleen mod
- O=C(CCC(=O)Nc1ccccc1Cl)N/N=C1\CCCc2ccccc21
    2% | 1% | -8% | -0.7% | 3% | 2% | 8% | -1%
- CC(=O)c1cc(C#N)c(SCCC(C)C)nc1C
    -12% | -10% | -20%[46.1 µM] | 3.1% | -11% | 8% | ? | -3%
- CC1CCC(NCC(=O)Nc2cccc(S(N)(=O)=O)c2)CC1 (stereo unspecified)
    -3% | 6% | 4% | -2.8% | -1% | 0% | ? | 6%
- CCCOc1ccccc1C1CC(=O)NC(C)=C1C(=O)OCC(C)C (stereo unspecified)
    ? | 7% | ? | -1.1% | -4% | -5% | 0% | -11%
- OCCC1CN(Cc2nc3ccc(F)cc3[nH]2)CCN1C1CCCC1 (stereo unspecified)
    / | 8% | 5% | -2.2% | -3% | 2% | / | -1%
- CCc1ccc(NC(=O)N(CCN2CCOCC2)Cc2ccc3c(c2)CCCN3CC)cc1
    -2% | 11µM* | ? | -4.6% | -8% | 4% | ? | -2%
- CCOc1ccc(-n2c(N)c(C(=O)NCc3cccnc3)sc2=S)cc1
    -3% | 0% | -9%[46.1 µM] | 0.7% | -14% | -5% | ? | 3%
- O=C(O)c1cc([N+](=O)[O-])ccc1NCc1ccccc1
    ? | -13% | -35% | -1.2% | 7% | -8% | -6% | -15%
- C/C(N)=C(/C#N)C(=O)CSc1cc(Cl)ccc1Cl
    -17% | 6% | 7% | -0.9% | 5% | -4% | 3% | -7%
- O=C(Cn1nnc2ccccc2c1=O)Nc1cccc(S(=O)(=O)N2CCOCC2)c1
    -7% | -4% | -7% | -2.6% | -8% | 4% | 5% | -6%
- CCCCOc1ccc(C2C(C(=O)c3ccc(C)o3)=C(O)C(=O)N2CC2CCCO2)cc1 (stereo unspecified)
    -8% | -6% | -17% | -2.6% | -17% | 0% | ? | 0%
- O=C(Cc1cccc2ccccc12)Nc1nnc(-c2cccc([N+](=O)[O-])c2)s1
    2% | -16% | -10% | 7.0% | ? | 2% | 7% | 1%
- CCOc1cc(/C=N/Nc2nc(-c3cccs3)c(NC(C)=O)s2)ccc1O
    / | ? | -20% | -1.1% | ? | 3% | / | -2%
- O=C(CCC1CCCN(Cc2ccc3c(c2)OCCO3)C1)NCc1ccc(F)c(F)c1 (stereo unspecified)
    / | -6% | 11% | 1.1% | -2% | 14% | -4% | 7%
- O=C(Nc1cccc(C(=O)O)c1)/C(=C\c1ccccc1)NC(=O)c1ccccc1
    -7%[15.4 µM] | -4% | 12% | -1.8% | -10% | -12% | 5% | -15%
- O=S(=O)(Nc1ccc(S(=O)(=O)Nc2cccc3ccccc23)cc1)c1ccccc1
    -1% | -6% | -22%[46.1 µM] | 4.1% | ? | 3% | ? | 1%
- O=C(CSc1n[nH]c(=O)[nH]c1=O)c1ccc(Cl)cc1Cl
    / | -15% | -8% | -1.0% | -4% | 7% | / | 0%
- CNS(=O)(=O)c1ccc(N=Cc2c(C)[nH]n(-c3ccc(C)cc3C)c2=O)cc1
    / | -13% | -4% | -0.9% | -3% | -2% | 4% | -23%
- CCN(C(=O)COC(=O)c1cnc(C)cn1)C1CCCCC1
    -4% | 4% | -10%[46.1 µM] | 0.0% | 6% | -4% | ? | -1%
- Cc1ccc2[nH]c(=O)c(CN(Cc3cccnc3)Cc3nnnn3CC3CCCO3)cc2c1 (stereo unspecified)
    / | -2% | 1% | 1.4% | 17% | 5% | / | 3%
- CC(=O)c1ccc(OCc2ccc(Oc3c(Cl)cccc3[N+](=O)[O-])cc2)cc1
    -2% | 15% | -32% | 0.0% | ? | -2% | -16% | 0%
- Cc1cc(C)c(NC(=O)CO/N=C2\CCCc3nonc32)c(C)c1
    2% | 12% | 11% | -1.0% | -3% | -2% | -3% | 1%
- COc1cccc(-c2cc(-c3cccnc3)nc(N)c2C#N)c1
    / | -3% | ? | 3.7% | 0% | 19% | / | 5%
- CN(C)S(=O)(=O)c1cccc(-c2csc(=Nc3ccccc3)n2CCCN2CCOCC2)c1
    / | -2% | -12% | -3.7% | -17% | 1% | / | 5%
- CCCCN(Cc1ccccc1)C(=O)c1cnc2n(c1=O)CCS2
    2% | -1% | -10%[46.1 µM] | 0.0% | 5% | 2% | -2% | -8%
- CCc1c(C)c2c(C)nn(-c3ccccc3)c2oc1=O
    -2% | 7% | -7%[46.1 µM] | -1.0% | -16% | 1% | ? | 4%
- CSc1sc(C)cc1/C=N/O
    -2% | -6% | 9% | 0.2% | -20% | -9% | -5% | -5%
- O=C(CN(c1ccc(F)cc1)S(=O)(=O)c1ccccc1)NCCSC1CCCCC1
    -6% | 8% | -55% | -1.1% | -19% | 0% | -23% | -2%
- NC(=O)CSc1nnc(-c2cccnc2)n1Cc1ccccc1
    -10% | 1% | 4%[46.1 µM] | 0.0% | -4% | -7% | -8% | -5%
- CC(=O)Nc1nnc(C2=COCCO2)o1
    -4% | -7% | 3% | 6.5% | -14% | -3% | ? | /
- COc1cc(OC)cc(C(=O)Nc2ccc(S(=O)(=O)Nc3cc(C)on3)cc2)c1
    3% | 8% | -7% | 1.1% | 4% | -17% | 4% | -8%
- COc1ccc(CC(=O)NC(=S)Nc2ccc(S(N)(=O)=O)cc2)cc1
    4% | 0% | 1% | -3.2% | -17% | -3% | -1% | -4%
- O=C(Cn1cnc2cc([N+](=O)[O-])ccc2c1=O)Nc1ccc2c(c1)CCC2
    -3% | -4% | -3%[46.1 µM] | -1.8% | ? | -3% | ? | 0%
- CC(=O)Nc1ccc(S(=O)(=O)NC2(C(F)(F)F)NC(=O)N(C3CCCC3)C2=O)cc1 (stereo unspecified)
    2% | 4% | -3%[46.1 µM] | -1.0% | 9% | 9% | -4% | -7%
- CCOC(=O)CC(NC(=O)c1ccc(C)cc1)c1ccc(OC)cc1 (stereo unspecified)
    -3% | 1% | -29% | -1.0% | -6% | 2% | 3% | /
- O=C(NC(=S)Nc1cccc(C(F)(F)F)c1)c1csnn1
    / | -16% | 0% | 0.2% | -8% | 6% | ? | 3%
- Cn1c2ccccc2c2nnc(NN)nc21
    / | ? | 5%[7.67 µM] | -1.4% | -17% | 2% | / | 5%
- COc1ccc(CCNC(=O)c2cc(-c3ccccc3)on2)cc1OC
    -3% | 3% | -8%[46.1 µM] | -1.1% | -7% | 0% | 3% | 2%
- COCCOc1cc(NC(=O)c2ccccc2)c(Cl)cc1Cl
    1% | 1% | -28% | -0.5% | -5% | 4% | 3% | 2%
- CCC(C)n1cnc2c(c1=O)c1nc3ccccc3nc1n2Cc1ccc(OC)cc1 (stereo unspecified)
    -1% | -12% | ? | -1.1% | -5% | -3% | ? | -6%
- NC(=O)c1cccnc1Oc1cccc(Cl)c1
    -8% | 1% | -2%[46.1 µM] | -2.9% | -7% | 7% | 13% | 2%
- C[C@@]12CCC=C[C@H]1[C@H](c1ccc(F)c(/C=C/c3ccccc3)c1)N(Cc1ccccc1)C2=O
    / | -2% | -49% | 1.6% | 4% | 5% | / | 7%
- Cc1sc2nc(CN3CCN(S(=O)(=O)c4cccc5nonc45)CC3)[nH]c(=O)c2c1C
    -29% | -7% | -21%[46.1 µM] | -1.1% | -20% | -12% | -8% | -8%
- COC(=O)c1cc(NC(=O)Cc2ccccc2[N+](=O)[O-])ccc1Cl
    10% | 7% | -15%[46.1 µM] | 0.0% | -2% | 0% | 5% | 2%
- COC(=O)c1c(NC(=O)COC(=O)[C@@H](NS(=O)(=O)c2ccccc2)C(C)C)sc2c1CCC2
    -5% | 9% | -37% | 0.0% | -24% | -5% | ? | -5%
- CCOC(=O)c1csc(NC(=O)c2ccc(OCC)cc2)n1
    -8% | -3% | -7% | -1.4% | -12% | 5% | -8% | 8%
- COc1ccc(-c2cc(C(=O)O)c3ccccc3n2)c(OC)c1
    -5% | 0% | 0%[46.1 µM] | -0.1% | -3% | -1% | -11% | -6%
- CC1=C(C(=O)OCc2ccccc2)C(c2cccs2)N2C(=O)CCSC2=N1 (stereo unspecified)
    -1% | -5% | -32% | -0.8% | -17% | -5% | -13% | -1%
- N#CC1=C(N)OC2=C(CC/C2=C\c2ccccc2)C1c1ccccc1 (stereo unspecified)
    -6% | ? | -27%[46.1 µM] | ? | -14% | 9% | ? | -3%
- Cc1nc2ccccc2c(=O)n1NC(=O)C1CCCCC1
    ? | 6% | -7%[46.1 µM] | -1.1% | 0% | 4% | 2% | 2%
- Cc1nnc(SCc2ccc(C(=O)O)cc2)s1
    -3% | -1% | -6%[46.1 µM] | 0.0% | 0% | -2% | 10% | 6%
- COCCCNC(=O)Cn1cc2c(n1)CCC(C)C2 (stereo unspecified)
    0% | 3% | 7%[46.1 µM] | 0.0% | 9% | -2% | 3% | 3%
- CCc1nnc(NC(=O)CSc2nc(C)c3c(c2C#N)CCCC3)s1
    ? | 3% | -12%[46.1 µM] | 0.0% | -19% | 17% | ? | 6%
- CCOc1ccccc1Oc1ccc(C(F)(F)F)cn1
    0% | 2% | -10%[46.1 µM] | 0.0% | 13% | -1% | 1% | 1%
- CNC(=O)CSc1nnc(-c2cccnc2)n1-c1ccc(C)cc1
    ? | 18% | -2% | 0.0% | -8% | -1% | -1% | -1%
- CCOC(=O)C1CCN(C(=S)Nc2cccc(C)c2C)CC1
    1% | -13% | 3% | 1.0% | -10% | 3% | ? | 1%
- CC(=O)NCCc1cc2ccc(C)c(C)c2[nH]c1=O
    -9% | 1% | -5%[46.1 µM] | 3.0% | -2% | 2% | ? | -3%
- O=C1C2CC=C(Cl)CC2C(=O)N1CNc1ccccn1 (stereo unspecified)
    -6% | 7% | -5%[46.1 µM] | -2.0% | -8% | -3% | 8% | -5%

Compounds from the list above containing a CF3 group:
Second line of a record – GAA inhib | GAA glycogen mod | NPSR antag | Epigenetic reg | Tau fluor cs | GLA spleen mod | ALDH1A1 block | aGlu spleen mod
- CC(=O)Nc1ccc(S(=O)(=O)NC2(C(F)(F)F)NC(=O)N(C3CCCC3)C2=O)cc1 (stereo unspecified)
    2% | 4% | -3%[46.1 µM] | -1.0% | 9% | 9% | -4% | -7%
- O=C(NC(=S)Nc1cccc(C(F)(F)F)c1)c1csnn1
    / | -16% | 0% | 0.2% | -8% | 6% | ? | 3%
- CCOc1ccccc1Oc1ccc(C(F)(F)F)cn1
    0% | 2% | -10%[46.1 µM] | 0.0% | 13% | -1% | 1% | 1%
